# TcdB GH inh: inhibitors of Clostridioides difficile toxin B glycohydrolase | TcdB glycohydrolase enzymatic assay, plate reader | 350,000 tested, 0.24% active | inhibition, % at 9.99 µM; in the data active = inhibition above about 10%
# Target sequence (P18177 whole entry, looked up): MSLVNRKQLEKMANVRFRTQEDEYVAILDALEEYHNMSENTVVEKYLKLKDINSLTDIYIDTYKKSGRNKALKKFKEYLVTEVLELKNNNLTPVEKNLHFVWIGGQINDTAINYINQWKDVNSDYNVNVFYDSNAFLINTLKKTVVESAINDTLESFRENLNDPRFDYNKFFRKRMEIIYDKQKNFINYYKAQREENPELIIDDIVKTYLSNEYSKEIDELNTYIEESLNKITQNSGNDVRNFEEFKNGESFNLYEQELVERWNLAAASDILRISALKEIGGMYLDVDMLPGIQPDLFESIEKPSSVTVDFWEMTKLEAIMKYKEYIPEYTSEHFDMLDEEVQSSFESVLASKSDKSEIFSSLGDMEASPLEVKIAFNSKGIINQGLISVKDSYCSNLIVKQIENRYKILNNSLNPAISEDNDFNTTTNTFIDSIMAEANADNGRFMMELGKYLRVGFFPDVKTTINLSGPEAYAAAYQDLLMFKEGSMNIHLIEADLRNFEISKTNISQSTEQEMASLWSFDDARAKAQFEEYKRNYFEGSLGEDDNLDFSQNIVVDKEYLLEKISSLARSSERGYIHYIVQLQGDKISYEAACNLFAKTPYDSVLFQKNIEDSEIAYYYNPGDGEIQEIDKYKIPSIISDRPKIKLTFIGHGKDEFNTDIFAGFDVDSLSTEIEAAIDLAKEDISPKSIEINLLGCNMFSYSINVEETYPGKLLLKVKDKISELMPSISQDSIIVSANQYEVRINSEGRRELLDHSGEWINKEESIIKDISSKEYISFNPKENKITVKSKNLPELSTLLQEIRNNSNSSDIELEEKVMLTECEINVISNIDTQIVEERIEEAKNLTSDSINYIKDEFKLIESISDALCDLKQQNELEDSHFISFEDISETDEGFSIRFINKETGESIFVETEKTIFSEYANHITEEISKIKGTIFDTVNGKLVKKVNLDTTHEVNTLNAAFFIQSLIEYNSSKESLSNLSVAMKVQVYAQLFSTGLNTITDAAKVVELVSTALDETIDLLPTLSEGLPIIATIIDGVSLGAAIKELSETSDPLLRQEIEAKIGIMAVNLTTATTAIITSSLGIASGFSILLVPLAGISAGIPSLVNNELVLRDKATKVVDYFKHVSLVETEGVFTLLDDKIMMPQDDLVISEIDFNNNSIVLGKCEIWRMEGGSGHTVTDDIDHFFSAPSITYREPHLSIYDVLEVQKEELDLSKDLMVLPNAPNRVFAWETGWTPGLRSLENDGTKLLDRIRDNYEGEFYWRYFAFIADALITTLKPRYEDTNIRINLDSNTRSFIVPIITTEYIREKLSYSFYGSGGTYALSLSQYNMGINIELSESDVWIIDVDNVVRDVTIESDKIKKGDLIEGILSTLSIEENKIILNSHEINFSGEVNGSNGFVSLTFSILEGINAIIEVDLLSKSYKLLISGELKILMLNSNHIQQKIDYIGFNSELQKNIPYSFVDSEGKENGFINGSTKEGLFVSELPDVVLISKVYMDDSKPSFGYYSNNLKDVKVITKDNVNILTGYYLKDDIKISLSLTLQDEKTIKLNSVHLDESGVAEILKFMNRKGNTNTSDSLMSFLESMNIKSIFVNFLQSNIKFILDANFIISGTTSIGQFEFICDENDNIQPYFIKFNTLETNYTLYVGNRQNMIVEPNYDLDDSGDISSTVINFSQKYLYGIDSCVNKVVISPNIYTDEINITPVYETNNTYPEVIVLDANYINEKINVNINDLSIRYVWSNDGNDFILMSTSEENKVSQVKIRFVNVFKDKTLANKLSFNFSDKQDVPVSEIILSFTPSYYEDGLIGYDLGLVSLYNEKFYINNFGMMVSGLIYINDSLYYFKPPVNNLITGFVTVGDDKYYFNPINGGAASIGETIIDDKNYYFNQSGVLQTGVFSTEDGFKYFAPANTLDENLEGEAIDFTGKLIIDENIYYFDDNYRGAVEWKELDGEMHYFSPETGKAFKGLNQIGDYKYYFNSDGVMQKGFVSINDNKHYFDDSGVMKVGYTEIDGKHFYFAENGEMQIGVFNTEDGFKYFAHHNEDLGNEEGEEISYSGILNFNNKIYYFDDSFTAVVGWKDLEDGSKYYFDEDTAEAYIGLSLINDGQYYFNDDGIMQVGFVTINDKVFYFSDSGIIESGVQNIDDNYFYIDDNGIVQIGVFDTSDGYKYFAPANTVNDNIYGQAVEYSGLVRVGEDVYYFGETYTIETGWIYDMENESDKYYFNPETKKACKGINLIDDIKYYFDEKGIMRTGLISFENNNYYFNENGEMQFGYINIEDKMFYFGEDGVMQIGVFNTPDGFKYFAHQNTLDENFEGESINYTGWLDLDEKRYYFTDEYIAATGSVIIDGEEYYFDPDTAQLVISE
# The depositor's hits bear a star. Not all compounds are listed; rates above refer to the full screens.
SMILES,TcdB GH inh
COc1ccc(NC(=O)N[C@@H]2C=C[C@@H](CC(=O)NC3CCCCC3)O[C@@H]2CO)cc1,-0.4
C[C@@H]1CCCCO[C@H](CN(C)C(=O)C2CCCCC2)[C@H](C)CN([C@@H](C)CO)C(=O)c2cc(NS(=O)(=O)c3cccs3)ccc2O1,-2.5
CN(C)C(=O)c1ccc(-c2ccc3c(c2)[C@@H]2[C@@H](CCN2C(=O)c2cnccn2)[C@H](CO)N3)cc1,1.0
C[C@H](CO)N1C[C@H](C)[C@H](CN(C)S(=O)(=O)c2ccccc2)Oc2cc(Br)ccc2S1(=O)=O,0.1
Cc1cc(C(=O)Nc2cccc3c2O[C@@H](CN(C)CC2CCCCC2)[C@@H](C)CN([C@H](C)CO)C3=O)n(C)n1,-0.1
CC(=O)N(C)C[C@@H]1Oc2ncc(/C=C/c3ccccc3)cc2C(=O)N([C@H](C)CO)C[C@@H]1C,1.2
CCC(=O)N1[C@H](CO)[C@@H](c2ccc(-c3cccc(OC)c3)cc2)C12CN(C(C)=O)C2,0.0
CCNC(=O)C[C@H]1CC[C@H]2[C@@H](COC[C@H](O)CN2C(=O)C2CC2)O1,-1.1
O=C(C[C@H]1CC[C@H]2[C@@H](COC[C@@H](O)CN2S(=O)(=O)c2ccc(F)cc2)O1)NCC1CC1,-1.2
CCC(=O)N(C)C[C@H]1Oc2cc(C#CC3(O)CCCC3)ccc2S(=O)(=O)N([C@H](C)CO)C[C@@H]1C,-0.5
COc1ccc(S(=O)(=O)Nc2ccc3c(c2)C(=O)N([C@@H](C)CO)C[C@H](C)[C@@H](CN(C)Cc2ccc4c(c2)OCO4)OCCCC[C@H](C)O3)cc1,0.8
O=C(c1ccccc1F)N1CC(=O)N2[C@@H](CO)[C@H](c3ccc(C#Cc4ccccc4)cc3)[C@@H]2C1,-2.5
C[C@@H]1CN([C@H](C)CO)C(=O)c2cc(NC(=O)c3ccccc3)ccc2O[C@@H](C)CCCCO[C@@H]1CN(C)CC1CCCCC1,-0.8
O=C(NC1CCCC1)[C@H]1[C@H](CO)[C@H]2Cn3c(cccc3=O)[C@H]2N1CC1CCOCC1,0.1
CC(=O)N1[C@@H]2c3ccc(C4=CCCCC4)c(=O)n3C[C@H]1[C@H](CO)[C@H]2C(=O)N[C@H](C)c1ccccc1,-3.6
Cc1noc(C)c1NC(=O)Nc1cccc2c1O[C@H](CN(C)CC1CCCCC1)[C@@H](C)CN([C@@H](C)CO)C2=O,1.0
C[C@@H]1CN([C@@H](C)CO)S(=O)(=O)c2ccc(Br)cc2O[C@H]1CN(C)C(=O)C1CC1,0.0
CCCN(C)C[C@H]1OCCCC[C@H](C)Oc2ccc(NS(=O)(=O)c3ccccc3)cc2C(=O)N([C@@H](C)CO)C[C@H]1C,-0.4
C[C@@H]1CCCCO[C@@H](CN(C)Cc2ccc(C(=O)O)cc2)[C@@H](C)CN([C@H](C)CO)C(=O)c2cc(NC(=O)Nc3ccc4c(c3)OCO4)ccc2O1,0.5
CN(C)C(=O)C[C@@H]1CC[C@@H]2[C@H](COC[C@@H](O)CN2CC2CCCC2)O1,-2.0
CC(C)c1cn(CC[C@H]2CC[C@H](NC(=O)C3CCC3)[C@H](CO)O2)nn1,-0.3
N#C[C@H]1[C@@H](c2ccc(C#CC3(O)CCCC3)cc2)[C@@H](CO)N1C(=O)C1CC1,0.1
C[C@H](CO)N1C[C@H](C)[C@H](CN(C)C(=O)Nc2ccc(F)cc2)Oc2ccc(NS(=O)(=O)c3cccs3)cc2C1=O,1.1
CCNC(=O)C[C@H]1CC[C@H]2[C@H](COc3ccc(NC(=O)c4cc(C)on4)cc3C(=O)N2C)O1,-0.6
Cc1cccc(NC(=O)Nc2ccc3c(c2)C(=O)N(C)[C@H]2CC[C@H](CC(=O)O)O[C@H]2CO3)c1,-1.1
CN1C(=O)c2cc(NC(=O)C3CCCC3)ccc2OC[C@@H]2O[C@@H](CC(=O)O)CC[C@H]21,2.1
COc1cccc(S(=O)(=O)N[C@@H]2CC[C@@H](CCn3cc(-c4ccccn4)nn3)O[C@@H]2CO)c1,0.4
O=C(C[C@H]1CC[C@H]2[C@@H](COC[C@H](O)CN2CC2CCOCC2)O1)NCc1ccc(Cl)cc1,-0.6
C[C@@H]1CN([C@H](C)CO)C(=O)c2cccc(N(C)C)c2O[C@H]1CN(C)Cc1ccc(C(F)(F)F)cc1,0.0
CN(C)C(=O)c1cccc(-c2ccc([C@H]3[C@@H](CO)N(C(=O)C4CC4)[C@H]3C#N)cc2)c1,0.2
O=C(Cc1ccccn1)NCC[C@H]1CC[C@@H](NC(=O)c2ccccc2F)[C@@H](CO)O1,0.3
CO[C@H]1CN(C)C(=O)c2cc(NC(=O)c3cnccn3)ccc2OC[C@H](C)N(CC2CC2)C[C@H]1C,-0.6
CCCC#Cc1ccc([C@@H]2[C@@H](CO)N3C(=O)CN(C(=O)c4ccccc4)C[C@H]23)cc1,1.4
CC(C)C#Cc1cnc2c(c1)C(=O)N([C@@H](C)CO)C[C@H](C)[C@H](CN(C)C(=O)Nc1ccccc1)O2,3.1
O=S(=O)(c1ccccc1F)N1CC[C@@H]2[C@H](CO)Nc3ccc(-c4ccccc4)cc3[C@@H]21,0.3
C[C@H]1CN([C@@H](C)CO)C(=O)c2cc(NC(=O)CCCN(C)C)ccc2O[C@H]1CN(C)C(=O)Nc1cccc2ccccc12,0.6
COc1cccc(S(=O)(=O)N[C@H]2CC[C@@H](CC(=O)NCc3ccncc3)O[C@H]2CO)c1,0.3
O=C(NC1CCCCC1)N1CC(=O)N2[C@@H](CO)[C@H](c3ccc(-c4ccncc4)cc3)[C@@H]2C1,0.4
C[C@@H]1CN([C@@H](C)CO)C(=O)c2cc(NC(=O)Nc3ccc(C(F)(F)F)cc3)ccc2O[C@@H](C)CCCCO[C@H]1CN(C)C(=O)c1ccccc1,-0.9
CO[C@@H]1CN(C)C(=O)c2ccc(NC(C)=O)cc2OC[C@@H](C)N(CCc2ccccc2)C[C@@H]1C,0.8
COCC(=O)N1C[C@H](C)[C@H](OC)CN(C)C(=O)c2cc(NC(=O)NC(C)C)ccc2OC[C@@H]1C,-1.3
COCc1cn(CC[C@@H]2CC[C@H](NC(=O)c3ccncc3)[C@H](CO)O2)nn1,0.3
OC[C@@H]1[C@H](c2ccc(-c3ccc(F)cc3)cc2)[C@H](CNC2CCCC2)N1CCC(F)(F)F,-2.7
CO[C@H]1CN(C)C(=O)c2ccc(NC(=O)Nc3ccccc3F)cc2OC[C@@H](C)N(C(C)=O)C[C@H]1C,0.2
O=C(C1CCCCC1)N1C[C@H]2[C@@H](c3ccccc31)[C@H](CO)N2Cc1ccccc1Cl,-0.5
c1cncc(-c2ccc(C3[C@H]4CNC[C@@H]3N4CC3CCCCC3)cc2)c1 (stereo not given in full),-9.8
Cc1ccc(S(=O)(=O)Nc2ccc3c(c2)C(=O)N([C@@H](C)CO)C[C@H](C)[C@@H](CN(C)C(=O)Cc2ccccc2)OCCCC[C@H](C)O3)cc1,0.9
C[C@H](CO)N1C[C@H](C)[C@@H](CN(C)CC2CC2)Oc2c(NC(=O)Nc3ccc(F)cc3)cccc2C1=O,0.3
O=C(Nc1ccc2c(c1)[C@@H]1C[C@H](CC(=O)N3CCOCC3)O[C@@H](CO)[C@@H]1O2)C1CCOCC1,0.6
Cc1noc(C)c1S(=O)(=O)Nc1ccc2c(c1)CC(=O)N([C@@H](C)CO)C[C@H](C)[C@@H](CN(C)C(=O)Nc1ccccc1)O2,1.2
C[C@@H]1CN([C@@H](C)CO)C(=O)c2cc(NC(=O)CCC(F)(F)F)ccc2O[C@@H](C)CCCCO[C@@H]1CN(C)S(=O)(=O)c1cn(C)cn1,0.1
CCCN(C)C[C@H]1Oc2cc(C#Cc3cccc(F)c3)ccc2S(=O)(=O)N([C@H](C)CO)C[C@@H]1C,1.1
COc1ccc(NC(=O)N(C)C[C@H]2Oc3ccc(NC(=O)CCC(F)(F)F)cc3C(=O)N([C@@H](C)CO)C[C@H]2C)cc1,0.2
C[C@@H]1CN([C@@H](C)CO)C(=O)c2cc(NS(C)(=O)=O)ccc2O[C@@H](C)CCCCO[C@@H]1CN(C)C,-0.3
C[C@@H]1CN([C@H](C)CO)C(=O)c2c(c3ccccc3n2C)-c2ccccc2CO[C@@H]1CN(C)Cc1ccc(C(=O)O)cc1,1.4
C[C@@H]1CN([C@@H](C)CO)C(=O)c2cc(/C=C/c3ccccc3)cnc2O[C@@H]1CN(C)Cc1ccncc1,2.7
C[C@H](CO)N1C[C@H](C)[C@@H](CN(C)C(=O)Nc2ccc3c(c2)OCO3)OCCCC[C@H](C)Oc2ccc(NC(=O)Nc3cccc4ccccc34)cc2C1=O,-0.8
CO[C@@H]1CC[C@H]2CCOc3c(C#N)cccc3C(=O)N(C)CCCC(=O)N(C)C[C@H]1O2,-0.5
CC(=O)N(C[C@@H]1N[C@@H](CO)[C@@H]1c1ccc(-c2cccnc2)cc1)C1CCCC1,-1.6
Cc1noc(C)c1NC(=O)N(C)C[C@H]1Oc2ccc(NC(=O)Cc3cn(C)c4ccccc34)cc2C(=O)N([C@H](C)CO)C[C@@H]1C,1.3
# The list goes on:
SMILES,TcdB GH inh
CO[C@H]1CN(C)C(=O)c2ccc(NC(=O)C3CC3)cc2OC[C@@H](C)N(CCC(F)(F)F)C[C@H]1C,-0.1
CCC(=O)N1[C@H](CO)[C@@H](c2ccc(-c3ccc(F)cc3)cc2)[C@@H]1CN(C)C(C)=O,0.1
C[C@@H]1CN([C@@H](C)CO)C(=O)c2cc(NC(=O)C3CCCCC3)ccc2O[C@@H]1CN(C)Cc1ccc(Cl)c(Cl)c1,0.6
COc1cccc(S(=O)(=O)N[C@@H]2CC[C@H](CC(=O)NCc3ccccc3)O[C@H]2CO)c1,0.2
CCCN1[C@@H]2c3ccc(-c4ccc(F)cc4)c(=O)n3C[C@@H]2[C@@H](CO)[C@@H]1C(=O)N[C@H](C)c1ccccc1,0.2
C[C@@H]1CN([C@H](C)CO)C(=O)c2cc(/C=C/c3ccccc3)cnc2O[C@@H]1CN(C)C(=O)c1cnccn1,1.3
C[C@@H]1CN([C@@H](C)CO)C(=O)CCCn2cc(nn2)CO[C@H]1CN(C)Cc1ccccc1C(F)(F)F,0.9
C[C@H]1CCCCO[C@H](CN(C)C(=O)Nc2ccc(F)cc2)[C@@H](C)CN([C@@H](C)CO)C(=O)c2cc(NS(=O)(=O)c3ccccc3)ccc2O1,-0.6
O=C(C[C@@H]1C[C@@H]2c3cc(NC(=O)Nc4ccccc4F)ccc3O[C@@H]2[C@@H](CO)O1)NC1CCCCC1,-0.2
C[C@@H]1CN([C@H](C)CO)C(=O)c2cc(C#CC3CC3)cnc2O[C@H]1CN(C)C(=O)Nc1ccccc1,-1.5
CN1c2ccc(-c3ccccc3)cc2[C@@H]2[C@@H](CCN2C(=O)NC2CCCCC2)[C@@H]1CO,0.6
C/C=C/c1ccccc1[C@@H]1[C@H](C#N)N(c2nc(CC)cs2)[C@H]1CO,-0.8

# Some of the entries so far, with bars between the fields:
SMILES | TcdB GH inh
CC(=O)N(C[C@@H]1N[C@@H](CO)[C@@H]1c1ccc(-c2cccnc2)cc1)C1CCCC1 | -1.6
Cc1noc(C)c1NC(=O)N(C)C[C@H]1Oc2ccc(NC(=O)Cc3cn(C)c4ccccc34)cc2C(=O)N([C@H](C)CO)C[C@@H]1C | 1.3
CO[C@H]1CN(C)C(=O)c2ccc(NC(=O)C3CC3)cc2OC[C@@H](C)N(CCC(F)(F)F)C[C@H]1C | -0.1
CCC(=O)N1[C@H](CO)[C@@H](c2ccc(-c3ccc(F)cc3)cc2)[C@@H]1CN(C)C(C)=O | 0.1
C[C@@H]1CN([C@@H](C)CO)C(=O)c2cc(NC(=O)C3CCCCC3)ccc2O[C@@H]1CN(C)Cc1ccc(Cl)c(Cl)c1 | 0.6
COc1cccc(S(=O)(=O)N[C@@H]2CC[C@H](CC(=O)NCc3ccccc3)O[C@H]2CO)c1 | 0.2
CCCN1[C@@H]2c3ccc(-c4ccc(F)cc4)c(=O)n3C[C@@H]2[C@@H](CO)[C@@H]1C(=O)N[C@H](C)c1ccccc1 | 0.2
C[C@@H]1CN([C@H](C)CO)C(=O)c2cc(/C=C/c3ccccc3)cnc2O[C@@H]1CN(C)C(=O)c1cnccn1 | 1.3
C[C@@H]1CN([C@@H](C)CO)C(=O)CCCn2cc(nn2)CO[C@H]1CN(C)Cc1ccccc1C(F)(F)F | 0.9
C[C@H]1CCCCO[C@H](CN(C)C(=O)Nc2ccc(F)cc2)[C@@H](C)CN([C@@H](C)CO)C(=O)c2cc(NS(=O)(=O)c3ccccc3)ccc2O1 | -0.6
O=C(C[C@@H]1C[C@@H]2c3cc(NC(=O)Nc4ccccc4F)ccc3O[C@@H]2[C@@H](CO)O1)NC1CCCCC1 | -0.2

# More structures:
SMILES,TcdB GH inh
COCC#Cc1ccc([C@H]2[C@@H](CO)N3C(=O)CN(C(=O)Nc4ccccc4F)C[C@H]23)cc1,0.2
C[C@@H](NC(=O)C[C@@H]1C=C[C@@H](NC(=O)C2CCC2)[C@H](CO)O1)c1ccccc1,-6.6
C[C@H](CO)N1C[C@H](C)[C@@H](CN(C)S(=O)(=O)c2ccc(Cl)cc2)Oc2ccc(N(C)C)cc2CC1=O,-11
COc1ccc(-c2cnc3c(c2)C(=O)N([C@@H](C)CO)C[C@@H](C)[C@H](CN(C)Cc2ccccn2)O3)cc1,0.1
COc1ccc(C#Cc2ccc3c(c2)[C@@H]2[C@@H](CCN2S(=O)(=O)c2ccc(OC)cc2)[C@H](CO)N3C)cc1,-1.3
O=S(=O)(c1ccc(F)cc1)N1CCCCN2[C@@H](CO)[C@H](c3ccc(C#CC4CC4)cc3)[C@@H]2C1,-1.3
COc1cccc(C(=O)Nc2ccc3c(c2)C(=O)N(C)C[C@@H](OC)[C@H](C)CN(CC2CC2)[C@H](C)CO3)c1,0.4
O=C(C1CC1)N1CCCCN2[C@@H](CO)[C@@H](c3ccc(C#CC4(O)CCCC4)cc3)[C@@H]2C1,-1.1
O=C(C[C@@H]1CC[C@@H]2[C@H](COC[C@H](O)CN2Cc2cccc(Cl)c2)O1)N1CCOCC1,1.8
C[C@@H]1CN([C@H](C)CO)C(=O)c2cc(NC(=O)CCCN(C)C)ccc2O[C@@H](C)CCCCO[C@@H]1CN(C)Cc1ccncc1,0.8
CCCN(C)C[C@@H]1Oc2ncc(C#Cc3ccc(OC)cc3)cc2C(=O)N([C@@H](C)CO)C[C@@H]1C,-0.2
O=C(N[C@H]1CC[C@@H](CCNS(=O)(=O)c2cccc(Cl)c2)O[C@H]1CO)c1ccccc1,1.8

# Compound activity deposited in PubChem by Broad Institute.
